D2 PAM: HTS Assay for Positive Allosteric Modulators of the Human D2 Dopamine Receptor: Primary Screen for Potentiators. D(2) dopamine receptor (Homo sapiens), P14416. HEK293 T-REx D2, calcium flux, EC20 dopamine potentiation. potentiation, % at 10 µM. 0.34% of 340,000 active. AID 485347, 2010;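 active = potentiation over 3 SD above the plate norm, cut at about 30% in these data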; note: 0% is about no effect
Target sequence (P14416 whole entry, looked up): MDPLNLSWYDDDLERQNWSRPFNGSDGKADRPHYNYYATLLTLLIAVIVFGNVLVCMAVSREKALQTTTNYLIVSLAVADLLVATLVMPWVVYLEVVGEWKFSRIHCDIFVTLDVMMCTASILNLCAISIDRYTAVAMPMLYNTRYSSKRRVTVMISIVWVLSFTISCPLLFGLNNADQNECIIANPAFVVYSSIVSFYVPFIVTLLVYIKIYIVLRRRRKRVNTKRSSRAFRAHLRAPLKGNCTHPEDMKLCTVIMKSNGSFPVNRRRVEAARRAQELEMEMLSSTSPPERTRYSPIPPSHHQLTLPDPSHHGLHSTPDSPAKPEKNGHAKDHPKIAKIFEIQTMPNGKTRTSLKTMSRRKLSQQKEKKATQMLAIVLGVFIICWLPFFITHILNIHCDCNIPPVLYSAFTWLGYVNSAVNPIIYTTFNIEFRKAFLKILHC
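Tetracycline-induced Hek293 Trex D2 cells, force-coupled to calcium, loaded with no-wash calcium dye. Compound added with 180 s kinetic read for agonism, then EC20 dopamine and a further 180 s read for potentiation.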
Vif-A3G inh: qHTS for Inhibitors of Vif-A3G Interactions: qHTS. DNA dC->dU-editing enzyme APOBEC-3G (Homo sapiens), Q9HC16. Potency, µM (doses to about 46.1 µM), for the others: top-dose activity, negative = active, usual class: inhibitors. HeLa A3G-eYFP + Vif (tagged APOBEC3G with the HIV-1 protein that degrades it), YFP fluorescence, overnight. AID 602310, 2012. 0.076% of 410,000 active;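 note: potency is the fitted concentration of half-maximal effect; % is set by controls: 0 for no effect and ±100 for the full control effect; nearly all actives have a fitted effect of over 60% in size; hits raise eYFP signal because A3G escapes Vif-driven loss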
Target sequence (Q9HC16 whole entry, looked up): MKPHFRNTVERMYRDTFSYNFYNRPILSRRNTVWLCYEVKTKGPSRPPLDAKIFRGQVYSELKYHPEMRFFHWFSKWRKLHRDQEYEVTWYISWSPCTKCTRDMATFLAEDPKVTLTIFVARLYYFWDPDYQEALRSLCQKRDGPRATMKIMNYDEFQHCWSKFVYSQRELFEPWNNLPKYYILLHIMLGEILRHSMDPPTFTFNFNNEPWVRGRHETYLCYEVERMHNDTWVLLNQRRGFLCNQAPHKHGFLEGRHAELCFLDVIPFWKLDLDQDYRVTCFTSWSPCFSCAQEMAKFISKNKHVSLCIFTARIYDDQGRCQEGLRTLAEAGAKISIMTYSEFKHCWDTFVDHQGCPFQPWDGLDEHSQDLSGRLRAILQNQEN
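HeLa cells stably expressing Vif and C-terminally eYFP-tagged A3G, seeded overnight at 37 deg C, then exposed to compound by pintool overnight at 37 deg C. Rise in yellow fluorescence (Ex 488/Em 500-530, Acumen) marks blocked Vif-driven A3G degradation.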
RXFP1 ag: qHTS Assay for Agonists of the Relaxin Receptor RXFP1; HEK293T-RXFP1 cAMP TR-FRET, 30 min; response scale: percent of porcine relaxin response, buffer zero; Potency, µM (series often up to 57.5 µM), for inactives: at the highest dose activation, hits mostly activators; 0.3% of 370,000 active; AID 2676, 2010; note: potency is the fitted concentration of half-maximal effect; % is set by controls: 0 for no effect and ±100 for the full control effect; nearly all actives have a fitted effect of over 60% in size; many of its hits are not listed in these tables
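HEK293 cells stably expressing RXFP1, treated 30 min at 37C with compounds plus PDE4 inhibitor Ro 20174; cAMP measured by HTRF TR-FRET. Normalized to buffer and 29 nM porcine relaxin; EC50 by Hill fit.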
LDHA inh: qHTS assay for inhibitors of human lactate dehydrogenase; activity change, % (values are at about 110 or 230 µM); purified LDHA, NADH/diaphorase-resazurin fluorescence; stronger effect = lower value; 0.15% of 480,000 active; L-lactate dehydrogenase A chain (Homo sapiens), P00338; in the data active = activity change below about -30%; inconclusive = mostly about -25% to -30%;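 note: plate controls were DMSO wells for no effect and wells without enzyme for full effect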
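Enzyme activity of human lactate dehydrogenase 5 (2 nM; 0.06 mM NADH, 0.2 mM pyruvate, 5 min, RT) is measured via a resazurin/diaphorase fluorescence readout of residual NADH.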
Vif-A3F inh: qHTS for Inhibitors of Vif-A3F Interactions: qHTS; AID 602313, 2012; HeLa A3F-eYFP + Vif (tagged APOBEC3F with the HIV-1 protein that degrades it), YFP fluorescence increase; 0.2% of 390,000 active; Potency, µM (series often up to 46.1 µM), for inactives: at the highest dose activity, negative = active; note: potency is the fitted concentration of half-maximal effect; % of control where 0% means no effect; nearly all actives have a fitted effect of over 65% in size
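Fluorescence increase (Ex 488/Em 500-530) after overnight compound treatment at 37 deg C flags inhibition of Vif-driven A3F-eYFP loss in stable HeLa A3F-eYFP/Vif cells seeded overnight beforehand.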
Glioma ERSR ind: qHTS for Inducers of the Endoplasmic Reticulum Stress Response (ERSR) in Human Glioma: qHTS | U87-MG GRP78 promoter luciferase reporter, 16 h | 0.02% of 420,000 active | AID 602332, 2012 | Potency, µM, without a hit: at the highest dose activation, hits mostly activators; note: potency is the fitted concentration of half-maximal effect; series mostly up to about 76 µM; % of control where 0% means no effect; nearly all actives have a fitted effect of over 35% in size
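Stably transfected U87-MG glioma cells carrying a GRP78-based luciferase sensor; 16 h compound incubation. Luminescence end-point read 10 min after Bright-Glo addition at room temperature.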
D1 PAM: Potentiators of Human D1 Dopamine Receptor: qHTS; D(1A) dopamine receptor (Homo sapiens), P21728; HEK293 TREx D1 cells, calcium flux, dopamine EC20 potentiation; potentiation, % at 10 µM; 0.036% of 360,000 active; AID 504651, 2011; in the data active = potentiation above about 30%; note: 0% is about no effect
D1 antagonist: Antagonist of Human D 1 Dopamine Receptor: qHTS | D(1A) dopamine receptor (Homo sapiens), P21728 | HEK293 TREx D1 cells, calcium flux, dopamine EC80; stronger effect = lower value | activity change, negative = inhibition, % at 10 µM | 3.2% of 360,000 active | AID 504652, 2011; in the data active = activity change below about -30%; note: % is set by controls: 0 for no effect and ±100 for the full control effect
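HEK293 T-REx cells expressing inducible, force-coupled D1 receptor; no-wash Ca dye, 30–90 min RT. Cmpd → 180 s read at 1 Hz → EC80 DA → 180 s read.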
D1 agonist: Allosteric Agonists of the Human D1 Dopamine Receptor: qHTS; HEK293 T-REx D1 cells, calcium flux, agonist mode; activation, % at 2 µM; 1% of 360,000 active; AID 504660, 2011; in the data active = activation above about 30%; note: 0% is about no effect
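Tetracycline-induced HEK293 TREx D1 cells, force-coupled to calcium signalling, were dye-loaded with a no-wash calcium kit. Compound was pin-added after a 10 s baseline. Fluorescence was read kinetically at 1 cycle/s for 180 s, with calcium rises flagged as agonism.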
Numbers without * were called inactive; ? = inconclusive; · = no result given; & = joins results of further samples. Unless noted, calls come from the whole dose curve; as a rule, active = well fitted curve in the direction sought with a large enough effect; inconclusive = small, poorly fitted or top-dose-only effect, or another doubt; inactive = no such curve, though single readings can be large; an effect the other way counts as inactive or inconclusive. Some of the compounds tested; rates above refer to the full screens.

SMILES	D2 PAM	Vif-A3G inh	RXFP1 ag	LDHA inh	Vif-A3F inh	Glioma ERSR ind	D1 PAM	D1 antagonist	D1 agonist
COC(=O)[C@H](CC(C)C)NC(=O)NCCC1=CCCCC1	-4	-5%	-1.2%	-4	-4%	0%	-1	-11	4
CC(C)(C)c1ccccc1OCCOCCSc1ncccn1	3	-1%	-1.3%	3	-8%	-4%	4	-2	-1
CC(OC(=O)CCC(=O)c1ccccc1)C(=O)Nc1ccc(F)cc1 (stereo not drawn)	9	-3%	-0.9%	-7	-5%	-2%	-7	-12	0
COc1ccc(/C=C/c2nc(C#N)c(N3CCC(C)CC3)o2)cc1OC	8	8%	6.3%	7	8%	0%	0	-8	2
Cc1ccc(NC(=O)CNCc2ccccc2)c(Br)c1	·	-3%	0.2%	-9	5%	-4%	-2	8	3
CCOc1ccc(CCNC(=O)CCNC(=O)c2ccccc2Cl)cc1OCC	-16	2%	0.0%	1	0%	-5%	-11	-22	0
CC(C)(C)c1ccc(C(=O)Nc2cccc3ncccc23)cc1	13	-11%	4.8%	2&22	?	3%	10	-5	13
COc1ccc(NC(=O)C2CCCN2S(=O)(=O)c2cccs2)c([N+](=O)[O-])c1 (stereo not drawn)	3	-1%	4.3%	-6	1%	-2%	2	-6	5
CN1CCN(C(=O)c2ccc3c(c2)N(C)C(=O)/C(=C/c2cccc(Cl)c2)S3)CC1	-2	-1%	0.5%	-2	-15%	-5%	-7	-38*	22
Cc1cc(C)cc(C(=O)Nc2ccc(N3CCCC3)cc2)c1	·	-5%	-0.1%	-5	-7%	1%	-8	·	0
COc1cc(OC)cc(C(=O)NNC(=S)Nc2ccccc2OC)c1	-2	1%	0.1%	1	9%	3%	-3	-15	4
COC(=O)c1ccc(CN2C(=O)c3ccccc3S2(=O)=O)cc1	-8	0%	3.9%	-3	-2%	-1%	-2	-29	1

Brought forward from above: two compounds; new compounds follow.
SMILES	D2 PAM	Vif-A3G inh	RXFP1 ag	LDHA inh	Vif-A3F inh	Glioma ERSR ind	D1 PAM	D1 antagonist	D1 agonist
COc1cc(OC)cc(C(=O)NNC(=S)Nc2ccccc2OC)c1	-2	1%	0.1%	1	9%	3%	-3	-15	4
COC(=O)c1ccc(CN2C(=O)c3ccccc3S2(=O)=O)cc1	-8	0%	3.9%	-3	-2%	-1%	-2	-29	1
Cc1ccccc1C(=O)OCC(=O)N(C)c1c(N)n(Cc2ccccc2)c(=O)[nH]c1=O	-1	2%	0.1%	-2	5%	-3%	-5	5	1
COc1ccc(O)c(/C=C2/SC(=S)N(Cc3ccccc3)C2=O)c1	14	?	8.3%	0	?	-4%	-1	-5	40*
CCn1c(SCC(=O)OCc2ccccc2)nnc1-c1ccco1	-7	0%	3.3%	-2	1%	-5%	2	-4	2
Cc1ccc(NC(=O)CCOc2ccccc2C)cc1F	-17	2%	-0.1%	1	-13%	0%	-3	-1	0
O=C(COc1ccc(S(=O)(=O)Nc2ccc(Cl)cc2)cc1)N1CCOCC1	8	1%	2.0%	-2	-16%	-1%	-4	-13	31*
Cc1cc(OCC(=O)N(C)C)c2c(-c3ccccc3)cc(=O)oc2c1	-14	1%	2.0%	4	-3%	-1%	-1	-2	1
COC(=O)c1sccc1NC(=O)CC1C(=O)NCCN1C(=O)Nc1cc(Cl)ccc1OC (stereo not drawn)	4	-27%	6.2%	-4	-4%	-1%	-4	-18	4
Cc1ccc(C(=O)CSc2ccc(-c3ccccc3)nn2)cc1	-11	1%	-0.7%	-2	?	0%	1	0	4
CCOC(=O)C1CCCN(C(=O)C2CCN(c3nnc(C)c4c(C)n(-c5ccccc5)nc34)CC2)C1 (stereo not drawn)	1	0%	10.0%	-12	4%	-2%	0	19	0
Cc1oc(-c2cccc(Cl)c2)nc1CS(=O)(=O)CC(=O)NCCN1CCCC1	0	2%	-0.2%	1	0%	-4%	-15	-9	0
N#CCCN(C(=O)COC(=O)CCc1nc2ccccc2c(=O)[nH]1)c1ccc(F)cc1	-12	1%	0.0%	0	-10%	-3%	·	1	0
COc1ccccc1N1CCN(CCCCN2C(=O)C3CCCN3C2=O)CC1 (stereo not drawn)	·	1%	·	-7	5%	-2%	·	·	·
COc1ccc(C(=O)c2c3ccc(C(F)(F)F)cc3[n+]([O-])n2CCCN)cc1	-4	5%	-1.3%	8	6%	0%	1	21	4
CC(=O)Nc1nonc1-c1nnc(SCC(=O)Nc2cc(Cl)ccc2C)n1C	6	-1%	7.4%	2	-9%	-4%	-1	6	0
O=c1[nH]c(C2CC2)nc2sc3c(c12)CCCC3	9	-3%	-1.1%	-5	0%	12%	13	2	5
CCCc1nc(SCC(=O)N2CCc3ccccc32)c2c(=O)n(C)c(=O)n(C)c2n1	-7	·	-0.6%	·	·	·	-9	9	5
Nn1c(SCC(=O)NCCc2ccc(F)cc2)nnc1C1CCCCC1	-6	0%	-1.0%	8	11%	-1%	0	-2	3
Cc1csc2nc(CNS(=O)(=O)c3cccnc3)cn12	·	2%	·	1	1%	-2%	·	·	·
CCC(CO)NCc1sccc1C (stereo not drawn)	-2	0%	-0.8%	-17	12%	0%	3	5	3
O=C(Nc1c(F)cc(F)cc1Br)c1cc(S(=O)(=O)N2CCN(c3ccccn3)CC2)ccc1F	0	3%	0.3%	-2	-1%	-3%	-3	-17	8
CC1=NN(c2ccc(C(=O)OC(C)C)cc2)C(=O)/C1=C\C=C\c1ccco1	6	1%	0.6%	2	4%	0%	-5	32	0
CC1CCc2nc(N)c(C#N)c(-c3cccn3C)c2C1 (stereo not drawn)	-5	1%	2.6%	-7	0%	2%	-3	-3	1
CCN(CC)S(=O)(=O)c1cccc(-c2nnc(SCCOc3ccccc3C)o2)c1	-6	2%	-1.5%	-9	-2%	9%	-4	0	33*
NC(=O)C[C@H]1NC(=O)[C@H](CCC(=O)O)NC(=O)c2cc([N+](=O)[O-])cc(I)c2NCCC[C@@H](C(N)=O)NC1=O	7	0%	0.6%	2	0%	-5%	-2	8	-2
Cc1ccsc1C=Nc1ccc(O)cc1	1	?	-2.2%	31	-14%	?	-7	16	5
CCOC(=O)c1cnc(NCc2ccc(Cl)cc2)c2ccccc12	-3	2%	8.2%	-3	1%	-1%	-2	12	4
CCOC(=O)[C@@H](CCc1ccccc1)N[C@H](C)C(=O)N1[C@H](C(=O)O)C[C@@H]2CCC[C@@H]21	-3	1%	-0.7%	-11	4%	-2%	-4	-19	1
COc1ccc(OCCCC(=O)OC(C)C(=O)Nc2cccc(C(C)=O)c2)cc1 (stereo not drawn)	-4	2%	-1.5%	-3	-1%	-4%	4	0	10
O=C(NC1CCCC1)C(c1ccccn1)N(C(=O)c1csnn1)c1ccccc1 (stereo not drawn)	3	3%	-0.1%	-2	1%	-4%	·	-27	7
Cc1ccc(-n2nnc3c(=O)n(Cc4ccccn4)cnc32)cc1C	6	0%	-2.2%	-4	7%	-2%	-6	-11	1
CCCCNc1ccc(C(=O)Nc2cccc(C)n2)cc1[N+](=O)[O-]	-3	-1%	-0.3%	-7	-4%	0%	5	4	1
Cc1ccc(NC(=O)c2cc([N+](=O)[O-])ccc2NCc2cccnc2)cc1Cl	·	-2%	1.3%	-11	2%	-2%	-6	-3	2
Cc1ccc2c(c1)-c1cc(C)nn1C(c1ccc3c(c1)OCO3)N2 (stereo not drawn)	2	-3%	2.1%	-2	-5%	14%	-1	11	1
O=C(O)c1ccc(N2CCCCC2)cc1O	3	-1%	-0.3%	7	10%	-4%	1	0	4
COc1ccc(OC)c(-c2cc(C(=O)NC(C)c3ccccc3)no2)c1 (stereo not drawn)	·	-1%	6.0%	-1	-2%	-3%	-1	-13	7
Cc1ccc(Cl)c(OCC(=O)Nc2ccccc2C(=O)NC2CC2)c1	0	-7%	0.2%	1	-13%	-4%	-10	-15	3

Given field by field: part of the list above
CCCCNc1ccc(C(=O)Nc2cccc(C)n2)cc1[N+](=O)[O-]
  D2 PAM = -3	Vif-A3G inh = -1%	RXFP1 ag = -0.3%	LDHA inh = -7	Vif-A3F inh = -4%	Glioma ERSR ind = 0%	D1 PAM = 5	D1 antagonist = 4	D1 agonist = 1
CCOC(=O)c1cnc(NCc2ccc(Cl)cc2)c2ccccc12
  D2 PAM = -3	Vif-A3G inh = 2%	RXFP1 ag = 8.2%	LDHA inh = -3	Vif-A3F inh = 1%	Glioma ERSR ind = -1%	D1 PAM = -2	D1 antagonist = 12	D1 agonist = 4

Continued.
SMILES	D2 PAM	Vif-A3G inh	RXFP1 ag	LDHA inh	Vif-A3F inh	Glioma ERSR ind	D1 PAM	D1 antagonist	D1 agonist
Cc1[nH]nc2c1C(c1ccc(Cl)cc1)C(C#N)=C(N)O2 (stereo not drawn)	-4	0%	2.6%	2	1%	-4%	-5	2	3
O=C(C[C@H]1C/C=C\CC[C@H](Cc2ccc(F)cc2)C(=O)OC[C@@H]2CCCN2C1=O)N[C@H](CO)Cc1ccccc1	·	5%	·	0	0%	-4%	·	·	·
O=C(Nc1ccc(OC(F)(F)F)cc1)c1ccc2nc[nH]c2c1	-9	-6%	5.9%	-3	5%	2%	-1	-26	1
COc1cc(C(=O)Nc2cc(Cl)ccc2-n2cncn2)ccc1OC(F)F	4	-1%	17%	-10	10%	-3%	-4	6	4
CN(C(=O)CSc1nnnn1C)C1(C#N)CCCCC1	3	-5%	-0.7%	-9	-8%	3%	3	-1	4
CCN(CC)CCNC(=O)Cn1cnc2sc(C)c(S(=O)(=O)N3CCN(c4ncccn4)CC3)c2c1=O	9	4%	6.1%	-4	-6%	-3%	-2	11	2
Cc1cc(C(=O)NC(C)C2CCCO2)c(C)o1 (stereo not drawn)	-1	3%	0.1%	-9	-3%	-6%	-3	0	1
CC(C)c1ccc2nc3sc(C(=O)N4CCc5ccccc5C4)c(N)c3cc2c1	-5	?	6.8%	-2	?	1%	0	1	31*
